High-throughput results as filed in PubChem BioAssay.
PAFAH2 inh – PAFAH2 (human) inhibition. Q99487. inhibition, % at 3.39 µM. recombinant PAFAH2, FP-rhodamine activity probe, fluorescence polarization. AID 492956. actives 0.99% (n = 340,000);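 active = inhibition above the mean over all tested compounds plus 3 SD, cut at about 30% in these data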;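 also: inhibitors block probe labeling of enzyme so polarization drops; 0% = enzyme with DMSO and 100% = wells lacking PAFAH2 protein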
proCasp7 act – activates human procaspase-7, counter-screen for procaspase-3 activators; AID 463210; recombinant procaspase-7, Ac-DEVD-pNA absorbance 405 nm; D23A/D198A/D206A triple mutant, cannot self-cleave; scale: DMSO 0, 5 µM enzyme 100; actives 0.093% (n = 330,000); activation, % at 8.5 µM;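 active = percent activation above the screen-wide mean plus 3 SD, cut at about 25% in these data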
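Assay system – Uncleavable procaspase-7 mutant enzyme · Quantity – 2 µM procaspase-7 mutant as dispensed · Times – 1 h preincubation, 2 h reaction · Dosing – single nominal 8.5 µM compound dose, 0.8% DMSO final · Buffer or medium – Zinc-free 50 mM HEPES buffer, pH 7.4, with NaCl and Triton X-100 · Detection – Epi-absorbance of released pNA at 405 nm, two timepoints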
PP1 inh – counter-screen for PP5 inhibitors: inhibitors of human PP1-alpha; P62136; purified PP1alpha, OMFP fluorescence; inhibition, % at 6.7 µM; actives 0.9% (n = 320,000);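 active = inhibition above the mean inhibition of all tested compounds plus 3 SD, computed separately for each screening campaign, cut at about 15% in these data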
Target sequence (P62136 whole entry, looked up): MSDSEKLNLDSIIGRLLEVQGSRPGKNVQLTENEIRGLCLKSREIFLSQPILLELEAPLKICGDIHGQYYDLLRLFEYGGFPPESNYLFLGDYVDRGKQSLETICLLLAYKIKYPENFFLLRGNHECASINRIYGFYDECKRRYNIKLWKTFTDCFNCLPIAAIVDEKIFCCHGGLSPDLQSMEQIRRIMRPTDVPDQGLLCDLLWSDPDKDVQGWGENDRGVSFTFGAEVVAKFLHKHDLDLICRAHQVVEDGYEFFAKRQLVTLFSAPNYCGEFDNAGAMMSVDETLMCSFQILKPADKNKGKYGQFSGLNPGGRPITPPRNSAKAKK
TPT1 inhibitor – C. albicans TPT1 enzyme inhibition | recombinant caTPT1, FP RNA substrate dephosphorylation | inhibition, % at 5 µM | actives 0.81% (n = 300,000);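 active = inhibition above the mean of all tested compounds plus 3 SD, set per screening campaign, cut at about 24% in these data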;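 also: plate controls were DMSO alone for no effect and ferristatin control at 100 nM for full effect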
core dimer inh – HCV core protein dimerization inhibition. TR-FRET GST/Flag-core106 dimerization, 1536-well. inhibition, % at 5 µM. actives 0.33% (n = 300,000);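 active = inhibition above the mean of all tested compounds plus 3 SD, set per screening campaign, cut at about 45% in these data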
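Assay system: GST-tagged and Flag-tagged HCV core protein residues 1-106 / Times: compound-protein-antibody incubation 4 h at 22.5 °C / Signal: time-resolved FRET, ex 340 nm, em 617 and 671 nm / Evaluation: % inhibition based on acceptor/donor emission ratio / Benchmarks: wells lacking GST-core106 and wells with excess unlabelled core106 / Repeats: singlicate, one well per compound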
Fh CTSL1 inh – counter-screen for PFM18AAP inhibitors: inhibitors of F. hepatica cathepsin L1 | recombinant F. hepatica cathepsin L1, Z-Leu-Arg-MCA fluorescence | actives 0.49% (n = 300,000) | inhibition, % at 5.96 µM;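 active = inhibition above the mean of all tested compounds plus 3 SD, set per screening campaign, cut at about 17% in these data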;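 also: 0% = plate median of test compound wells and 100% = 1 µM Z-Phe-Ala-diazomethylketone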
procasp3 activ – activates human procaspase-3. P42574. recombinant procaspase-3 D3A, Ac-DEVD-pNA absorbance 405 nm. activation, % at 8.5 µM. actives 0.11% (n = 330,000);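 active = activation above the mean of all tested compounds plus 3 SD, cut at about 21% in these data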;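 also: 0% = DMSO alone and 100% = DMSO wells spiked with extra 5 µM PC-3 D3A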
Target sequence (P42574 whole entry D9A/D28A/D175A): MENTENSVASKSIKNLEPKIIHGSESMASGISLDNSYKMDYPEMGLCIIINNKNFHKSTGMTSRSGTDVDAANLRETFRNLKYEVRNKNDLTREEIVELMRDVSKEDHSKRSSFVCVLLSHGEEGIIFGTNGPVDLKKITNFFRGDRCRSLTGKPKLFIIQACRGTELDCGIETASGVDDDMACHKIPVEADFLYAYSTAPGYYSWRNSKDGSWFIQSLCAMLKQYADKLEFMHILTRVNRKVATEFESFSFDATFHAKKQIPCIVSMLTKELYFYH
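Evaluation: percent activation relative to control range; Material: Procaspase-3 D3A mutant, all three cleavage aspartates alanine; Compound: single dose, 8.5 µM nominal compound, 0.8% DMSO; Replication: one well per compound; Signal: absorbance at 405 nm, 0 and 120 min; Schedule: 1 h preincubation plus 2 h reaction at 25 °C.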
AHR act – activates the human aryl hydrocarbon receptor. actives 2.5% (n = 320,000). activation, % at 5 µM. P35869. AHR-responsive luciferase reporter cells, luminescence; in the data active = activation above about 47%;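 also: 0% = vehicle wells and 100% = reference agonist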
PP5 inh – blocks human protein phosphatase 5 activity; purified PP5c, OMFP substrate fluorescence; actives 0.18% (n = 320,000); inhibition, % at 6.7 µM; AID 1987;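 active = inhibition above the campaign's mean inhibition across all tested compounds plus 3 SD, cut at about 9.5% in these data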;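 also: 0% = DMSO only and 100% = 100 µM cantharidin control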
Target sequence (P53041 whole entry, looked up): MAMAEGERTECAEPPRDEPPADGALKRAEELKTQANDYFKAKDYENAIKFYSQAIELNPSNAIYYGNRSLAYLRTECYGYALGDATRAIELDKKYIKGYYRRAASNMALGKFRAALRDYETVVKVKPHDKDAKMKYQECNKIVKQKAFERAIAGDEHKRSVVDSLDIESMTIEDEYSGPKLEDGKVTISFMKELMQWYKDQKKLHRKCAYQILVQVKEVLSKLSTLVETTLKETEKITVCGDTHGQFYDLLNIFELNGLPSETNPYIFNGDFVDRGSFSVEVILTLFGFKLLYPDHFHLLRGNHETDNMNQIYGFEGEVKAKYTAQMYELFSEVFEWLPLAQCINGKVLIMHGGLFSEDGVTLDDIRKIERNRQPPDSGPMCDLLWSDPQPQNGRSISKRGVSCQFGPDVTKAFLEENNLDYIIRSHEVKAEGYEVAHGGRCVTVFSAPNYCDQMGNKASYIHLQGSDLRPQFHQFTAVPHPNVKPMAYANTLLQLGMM
The depositor's hits bear a star; / = no result given.

SMILES	PAFAH2 inh	proCasp7 act	PP1 inh	TPT1 inhibitor	core dimer inh	Fh CTSL1 inh	procasp3 activ	AHR act	PP5 inh
Cc1nn(-c2ccccc2)c(C)c1C(=O)NCCc1ccccc1	6	-5	0	-3	4	-2	2	-3	-0.8
Cc1ccc(NC(=O)N2CCCC2C(=O)NCc2cccs2)cc1 (stereo not drawn)	-5	0	-2	-3	-4	0	9	0	2.4
CN1C(=O)N(C)c2cccc3cccc1c23	-3	13	1	1	-8	2	3	0	0.6
CSc1nc2ncc3c(n2n1)CC(C)(C)CC3=O	/	3	-1	-2	1	-4	7	1	-0.7
O=C(C1CCN(c2nnc(-n3cccc3)s2)CC1)N1CCN(c2cccc(C(F)(F)F)c2)CC1	-6	13	4	-1	17	2	1	0	2.9
COc1ccc(NC(=S)Nc2ccc(OC)cc2OC)c(OC)c1	-2	-23	-5	2	-14	-1	-16	7	-1.4
O=C(Nc1cccc(-c2nc3ccccc3[nH]2)c1)c1cccc(NC(=O)c2ccco2)c1	-88	3	16*	0	0	-1	4	41	3.2
Oc1ccc(-c2nncn2-c2ccccc2)cc1	-1	-10	-3	-2	-1	-2	6	2	0.9
CCc1nc(SCc2ccc(Br)cc2)n[nH]1	0	0	-2	0	4	-4	1	10	0.6
CCCN1CCN(C(=O)Cn2c(=O)oc3cc(S(=O)(=O)NCc4ccccc4)ccc32)CC1	0	-8	1	-1	-2	-1	2	-1	-2.1
CCCNC(=O)c1ccccc1NC(=O)c1ccc2c(c1)NC(=O)C(C)S2 (stereo not drawn)	-13	1	0	1	-4	-2	-1	9	3.5
CCOC(=O)C1CCN(c2ncnc3c2oc2ccc(Br)cc23)CC1	-13	1	1	-1	4	-2	-4	67*	2.2
CC1(C)Cc2ccccc2C(/C(=N/O)C(N)=O)=N1	-1	7	-2	-3	2	-1	5	1	-1.7
Cc1cc(C(=O)COC(=O)Cc2n[nH]c(=O)c3ccccc23)c(C)n1-c1ccc2c(c1)OCO2	7	-10	1	0	24	-4	-16	6	2.4
Cc1sc(NC(=O)CN(Cc2ccccc2)C(=O)C2CC2)c(C(N)=O)c1C	7	0	-7	-1	-4	4	1	0	-1.6
O=C(NCCC1CCCCN1S(=O)(=O)c1ccc(F)cc1)C(=O)NC1CCCC1 (stereo not drawn)	6	1	-3	-1	2	5	2	1	1.2
N/C(Cn1cncn1)=N\NC(=O)C(=O)Nc1ccccc1	-3	18	-2	2	-8	-1	-8	3	2.9
OCCC1CN(Cc2cccn2-c2ccccn2)CCN1C1CCCCC1 (stereo not drawn)	4	-9	-1	-4	-3	74*	-1	-3	-0.2
O=C(O)CCSSCCC(=O)O	-3	0	1	/	/	/	5	-1	0.9
Cn1ncc(Br)c1C(=O)N1CCCCCC1	0	0	-3	0	5	-2	-8	3	0.9
O=C(O)c1ccc(CSc2nnc(Cc3ccccc3)o2)cc1	3	9	-2	-3	-1	4	6	0	-3.0
O=C(O)c1cncc(SCc2ccccc2)n1	2	-2	-2	5	-6	4	0	1	-1.9
CN(C)/C=N/C(=S)Nc1ccc(Br)cc1F	5	7	-3	-1	-3	-1	7	4	-0.9
Clc1ccc(-c2noc(CCCOc3ccccc3)n2)cc1	0	4	4	-3	-4	-1	2	2	0.9
Cc1c(N=Cc2ccc(O)c(Br)c2)cccc1[N+](=O)[O-]	-2	5	-2	-2	-4	2	5	21	2.8

One compound at a time, as listed above:
CCCN1CCN(C(=O)Cn2c(=O)oc3cc(S(=O)(=O)NCc4ccccc4)ccc32)CC1 is entered as PAFAH2 inh = 0; proCasp7 act = -8; PP1 inh = 1; TPT1 inhibitor = -1; core dimer inh = -2; Fh CTSL1 inh = -1; procasp3 activ = 2; AHR act = -1; PP5 inh = -2.1
CN1C(=O)N(C)c2cccc3cccc1c23 is entered as PAFAH2 inh = -3; proCasp7 act = 13; PP1 inh = 1; TPT1 inhibitor = 1; core dimer inh = -8; Fh CTSL1 inh = 2; procasp3 activ = 3; AHR act = 0; PP5 inh = 0.6
O=C(C1CCN(c2nnc(-n3cccc3)s2)CC1)N1CCN(c2cccc(C(F)(F)F)c2)CC1 is entered as PAFAH2 inh = -6; proCasp7 act = 13; PP1 inh = 4; TPT1 inhibitor = -1; core dimer inh = 17; Fh CTSL1 inh = 2; procasp3 activ = 1; AHR act = 0; PP5 inh = 2.9

The list goes on:
SMILES	PAFAH2 inh	proCasp7 act	PP1 inh	TPT1 inhibitor	core dimer inh	Fh CTSL1 inh	procasp3 activ	AHR act	PP5 inh
COc1cccc(C(=O)N(Cc2cc3cc(C)ccc3[nH]c2=O)CC2CCCO2)c1 (stereo not drawn)	3	-7	-4	3	8	-2	4	4	3.1
CCOC(=O)C1(Cc2cccc(OC)c2)CCN(Cc2cnc(N)nc2)CC1	/	3	-2	-3	0	-2	-3	1	1.3
COc1cccc(/C=C2/SC(=S)N(CC(=O)NNC(=O)c3ccccc3OC)C2=O)c1	3	-6	5	-2	2	7	-6	19	1.7
CCCc1cc(C(=O)NCc2cccs2)no1	2	-2	2	0	2	-12	-2	3	2.1
Clc1ccc(Cc2noc(CN3CCN(c4ccccc4)CC3)n2)c(Cl)c1	-2	-5	-5	1	2	-2	2	3	4.8
COc1ccccc1OCCc1nnc(N)s1	-2	4	-6	0	-1	-3	0	-1	-0.4
CCOc1cc(NC(=O)C(C)C)c(OCC)cc1NC(=O)Nc1ccccc1	-6	7	0	0	0	1	1	22	-1.3
O=Cc1ccc(C(=O)OCC(=O)NCc2ccco2)cc1	20	4	/	/	/	/	2	-1	/
O=C(Nc1nc(-c2ccccc2)cs1)C1CCCN(S(=O)(=O)c2ccccc2)C1 (stereo not drawn)	-21	-1	2	0	15	0	-5	3	5.6
COC(CNC(=O)c1ccc(CS(=O)(=O)c2ccc(C)cc2)o1)OC	-8	1	-1	-1	-9	-2	1	-1	0.0
CSC1=N/C(=C\c2c(F)cccc2Cl)C(=O)S1	9	-5	0	-1	-2	-3	2	6	1.2
COc1ccc(S(=O)(=O)N2CCOC2CNC(=O)C(=O)NCCN2CCOCC2)cc1OC (stereo not drawn)	1	9	1	-2	10	-1	5	-8	-3.5
CC(=O)Nc1cccc(NC(=O)C2CCCN2C(=O)Nc2cccc(F)c2)c1 (stereo not drawn)	-4	-5	-3	-5	-7	-4	8	-4	0.9
O=C(NCc1ccco1)c1cc2n(n1)C(C(F)(F)F)CC(c1ccc(F)cc1)N2 (stereo not drawn)	-4	-1	-4	1	7	-3	9	1	-1.0
CCc1ccc(OCCNC(=O)c2ccco2)cc1	1	-3	1	-2	-2	0	3	4	-0.2
Cc1ccc(NC(=O)Cn2cc(C(F)(F)F)cc(Cl)c2=O)cc1Cl	4	-3	-2	-4	17	9	4	2	0.2
Cc1ccc(C(=O)Nc2cccc(C(=O)O)c2)cc1S(=O)(=O)N1CCCCC1	4	6	1	-5	0	-1	3	-1	2.4
O=C(NCC(=O)N(c1ccccc1)C(C(=O)NC1CCCCC1)c1cccnc1)c1cccs1 (stereo not drawn)	4	-9	-3	-4	0	-1	-1	-2	0.3
CC(C)(C)n1nnnc1C(c1cccs1)N(Cc1cccnc1)Cc1ccco1 (stereo not drawn)	-2	9	3	-6	6	4	1	-3	3.4
CCN1C(=O)c2ccccc2S(=O)c2ccc(C(=O)N3CCN(C(=O)c4ccco4)CC3)cc21 (stereo not drawn)	-5	4	-1	-4	20	-1	-8	0	1.0
CC(C)c1ccc(N(CC(=O)NCc2ccc(F)cc2)C(=O)c2csnn2)cc1	-2	0	0	-1	3	-2	-3	4	-0.1
O=[N+]([O-])c1ccc(C(=S)N2CCN(Cc3ccccc3)CC2)cc1	5	10	-6	-4	0	-1	-2	-1	0.6
Cc1ccc(N(CC(=O)N2CCCC2)S(C)(=O)=O)c(C)c1	6	24	2	-3	4	-1	-2	-1	1.3
O=C(CN1C(=O)C(=O)N(Cc2ccco2)C1=O)Nc1ccccc1	5	3	/	/	/	/	-1	16	/
CCOC(=O)NC(=O)COC(=O)CNC(=O)c1ccc(OCC)c(OCC)c1	18	10	-7	-1	3	-12	2	-2	-0.4
SMILES	PAFAH2 inh	proCasp7 act	PP1 inh	TPT1 inhibitor	core dimer inh	Fh CTSL1 inh	procasp3 activ	AHR act	PP5 inh
COc1ccccc1CNC(=O)C1CCC(CNc2c(N3CCC(C)CC3)c(=O)c2=O)CC1 (stereo not drawn)	11	0	-4	2	0	0	-8	0	-0.4
CCOc1ccc(N(CC(=O)Nc2ccc(OC)cc2)C2=NC3CS(=O)(=O)CC3S2)cc1 (stereo not drawn)	-11	3	-4	0	-11	-1	3	1	-0.1
COc1cccc(NS(=O)(=O)c2ccc3c(c2)n(C)c(=O)c(=O)n3C)c1	2	-5	1	-5	-1	0	6	-2	-0.4
C=CCN1C(=O)S/C(=C/c2ccsc2)C1=O	3	2	2	-1	1	2	-3	-9	-1.4
CCCc1cc(=O)[nH]c(SCC(=O)c2cc(C)n(C3CC3)c2C)n1	11	-3	-6	0	0	-3	-13	12	0.8
COC(=O)C1CCN(C(=O)COC(=O)C2CCN(S(=O)(=O)c3c(Cl)cccc3Cl)CC2)CC1	6	13	-4	-1	5	-3	4	3	-1.8
Cc1ncc([N+](=O)[O-])n1CC(=O)NC1CCCCCC1	7	9	-6	-3	-4	-2	-4	0	1.0
CC(=O)Nc1cccc(S(C)(=O)=O)c1	5	6	2	2	-15	-1	4	2	-1.8
CCOc1ccc(C2c3[nH]c4ccccc4c3CCN2Cc2cccn2-c2ncccn2)cc1 (stereo not drawn)	-9	10	5	2	2	0	1	26	0.3
CCOC(=O)c1c(C)oc2c(F)c(F)c(F)c(F)c2c1=O	1	2	1	0	2	-3	-4	3	3.6
Cn1c(CC(=O)Nc2ccccc2)nnc1SCC(=O)Nc1ccc(N2CCOCC2)cc1	-7	8	0	-3	-2	0	1	2	0.5
CCN(C(=O)CSc1nc2cc(C(=O)O)ccc2c(=O)n1Cc1ccccc1)c1ccccc1	7	-3	3	-2	19	1	8	1	1.4
O=C1NC(=O)/C(=C/c2ccc(-c3cc(C(=O)O)ccc3Cl)o2)S1	3	-3	3	-1	-3	1	-3	0	4.2
CCOc1ccc(N2CC(C(=O)Nc3nnc(Cc4ccc(OC)c(OC)c4)s3)CC2=O)cc1 (stereo not drawn)	-4	4	-1	0	9	0	5	1	-0.3
Cc1cc2cc(C(c3nnnn3Cc3ccco3)N3CCCCC3)c(=O)[nH]c2cc1C (stereo not drawn)	4	-4	-3	6	10	2	8	2	1.2
COc1ccc(-n2c(CN3CCN(c4ccc(F)cc4)CC3)nc3ccc([N+](=O)[O-])cc3c2=O)c(OC)c1	0	3	11	-4	7	3	-1	36	5.3
CC1CCCCC1NC(=O)C1CCCN1S(=O)(=O)c1cccc2nsnc12 (stereo not drawn)	7	3	-4	-1	4	-4	4	5	-5.5
C[C@H](CO)N1C[C@H](C)[C@@H](CN(C)C(=O)Nc2ccccc2)Oc2c(NS(=O)(=O)c3cccs3)cccc2C1=O	9	1	/	/	/	/	-3	-1	/
COc1ccc(-c2[nH]c3ccccc3c2SCCN)cc1	5	1	-3	0	-9	2	-3	12	-0.9
